STAT1 act – STAT1 signaling activation; activation (% of control), % at 5.5 µM; AID 932; hit rate 2.6% among 200,000; NIH 3T3 STAT1-luciferase reporter, IFN-gamma, luminescence; 100% = IFN-gamma alone, no compound;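 active means activation above the screen-wide mean activation plus 3 SD, cut at about 130% in these data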;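 further: raw ratio to IFN-gamma control signal so 100% means no change and 0% no light; values of inactives mirror those of a sister screen read the other way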
Hsp70 activator – switches on Hsp70 transcription | HeLa Hsp70 promoter luciferase reporter, luminescence; scaled: vehicle 0, proteasome-inhibitor control 100% | activation, % at 10 µM | hit rate 0.04% among 200,000 | AID 1203;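 active means activation above the mean across all tested compounds plus 3 SD, cutoff set per campaign, cut at about 5.5% in these data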;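 further: 100% = MG132 at 30 µM as the positive control and 0% = DMSO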
RAM network inh – blocks the yeast RAM network; S. cerevisiae dse1pr::URA3 reporter, 5-FOA growth OD615, 2 d; analog-sensitive cbk1-as2 kinase mutant strain; inhibition, % at 50 µM; hit rate 1.8% among 190,000; AID 868;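 active means inhibition above a set limit, 3 SD over mean compound inhibition, cut at about 8.4% in these data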;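 further: 0% = DMSO-only wells with no growth and 100% = 10 µM 1-NA-PP1 full growth; inhibition rescues growth on 5-FOA so higher OD means more RAM inhibition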
STAT1 blocker – reduces IFN-gamma driven STAT1 reporter signal; NIH 3T3 STAT1-luciferase reporter, luminescence; inhibition, % at 5.5 µM; hit rate 0.35% among 200,000; AID 920;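 active means inhibition above a set limit, the mean inhibition across all tested compounds plus 3 SD, cut at about 34% in these data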;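 further: 0% = IFN-gamma with DMSO and 100% = IFN-gamma with 300 µM nifuroxazide; values of inactives mirror those of a sister screen read the other way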
APP 5'UTR act – activates APP 5'UTR luciferase reporter. SH-SY5Y APP 5'UTR luciferase reporter, luminescence; zero percent = DMSO vehicle wells. activation, % at 2 µM. hit rate 1% among 190,000. AID 1276;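 active means activation above a set limit, based on mean plus 3 SD of controls, cut at about 140% in these data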; further: values of inactives mirror those of a sister screen read the other way
NF-kB expr up – compounds increasing NF-kB expression in human neuronal cells; hit rate 1.6% among 190,000; fold change at 12.5 µM; AID 1239; NF-kB reporter expression; hits give high values; in the data active means fold change above about 3.3
STAT3 blocker – STAT3 signaling inhibition; U3A cells, IL-6 STAT3-luciferase reporter, luminescence; host cell line lacks STAT1; hit rate 0.89% among 190,000; inhibition, % at 5.5 µM;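 active means inhibition above the mean inhibition across all screened compounds plus 3 SD, cut at about 44% in these data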;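 further: 0% = DMSO only wells and 100% = 100 µM nifuroxazide control wells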
APP transl inh – APP translation inhibition. SH-SY5Y APP 5'UTR-luciferase reporter, luminescence. hit rate 0.82% among 190,000. AID 1285. inhibition, % at 2 µM;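 active means inhibition above a set limit, derived from the sample mean plus 3 SD, cut at about 45% in these data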; further: values of inactives mirror those of a sister screen read the other way
STAT3 act – increases IL-6 driven STAT3 reporter signal. U3A cells, IL-6 STAT3-luciferase reporter, luminescence; 100% = signal with IL-6 EC80 alone. activation (% of control), % at 5.6 µM. hit rate 0.91% among 190,000;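 active means activation above the screen-wide mean of compound activation plus 3 SD, cut at about 130% in these data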;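 further: 0% = background luminescence of wells with medium and substrate only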
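Detection: reporter luminescence signal / Assay system: STAT1-lacking human U3A cells, STAT3 luciferase reporter / Incubation: compound pre-incubation 1 h before IL-6, then 6 h stimulation at 37 °C / Control set: IL-6-only high control / Read-out: % activation relative to IL-6 control / Probe or stimulus: Interleukin-6, 33 ng/mL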
FLuc inhib CS – Photinus pyralis luciferase inhibition counter-screen; P08659; ATPLite firefly luciferase biochemical luminescence, 10 min; inhibition, % at 10 µM; hit rate 1.5% among 200,000; AID 1006;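 active means inhibition above about 50% when tested at 10 µM, limit read from the data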
Target sequence (P08659 whole entry, looked up): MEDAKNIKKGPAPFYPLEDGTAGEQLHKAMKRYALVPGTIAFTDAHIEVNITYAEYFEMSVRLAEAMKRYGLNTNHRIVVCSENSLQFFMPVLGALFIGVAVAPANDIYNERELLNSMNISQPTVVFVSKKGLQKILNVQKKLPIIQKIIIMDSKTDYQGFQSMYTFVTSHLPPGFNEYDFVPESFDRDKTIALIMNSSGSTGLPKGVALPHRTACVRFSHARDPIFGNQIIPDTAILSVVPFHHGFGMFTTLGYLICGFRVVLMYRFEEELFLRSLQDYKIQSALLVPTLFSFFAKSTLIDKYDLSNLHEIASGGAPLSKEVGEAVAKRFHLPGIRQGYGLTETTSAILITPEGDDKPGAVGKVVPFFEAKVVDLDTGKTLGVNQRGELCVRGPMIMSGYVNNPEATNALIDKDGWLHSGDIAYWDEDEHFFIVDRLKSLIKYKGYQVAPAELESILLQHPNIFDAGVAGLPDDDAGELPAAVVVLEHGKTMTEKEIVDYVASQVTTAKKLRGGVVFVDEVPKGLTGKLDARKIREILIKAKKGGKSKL
The depositor's hits bear a star.

How did CCNc1nc(NC(C)(C)C)nc(N2CCCC2)n1 do in these assays?
STAT1 act: 92; Hsp70 activator: -0.3; RAM network inh: 0.0; STAT1 blocker: 8; APP 5'UTR act: 6; NF-kB expr up: 0.81; STAT3 blocker: 25; APP transl inh: -6; STAT3 act: 82; FLuc inhib CS: -4

What do the screens show for `COc1ccc(-c2nc3ccccc3c(=O)n2NC(=S)N(C)C)cc1`?
STAT1 act: 93; Hsp70 activator: -0.4; RAM network inh: 2.2; STAT1 blocker: 8; APP 5'UTR act: -3; NF-kB expr up: 0.93; STAT3 blocker: 17; APP transl inh: 3; STAT3 act: 85; FLuc inhib CS: -3

How did Cc1cc(NC(=O)C2C3C(=O)N(CCC(C)C)C(C(=O)NCc4ccccc4)C34C=CC2(C)O4)no1 (stereo unspecified) do in these assays?
STAT1 act: 102; Hsp70 activator: 0.0; RAM network inh: 0.8; STAT1 blocker: -2; APP 5'UTR act: 5; NF-kB expr up: 1.4; STAT3 blocker: 8; APP transl inh: -4; STAT3 act: 96; FLuc inhib CS: -6

Results for Cc1nc(NC(=O)COC(=O)c2cc3c(s2)CCC(C)C3)c(Cl)cc1Cl (stereo unspecified) ?
STAT1 act: 102; Hsp70 activator: -0.1; RAM network inh: 4.7; STAT1 blocker: -2; APP 5'UTR act: -18; NF-kB expr up: 1; STAT3 blocker: 4; APP transl inh: 18; STAT3 act: 95; FLuc inhib CS: -8

Results for CCCn1c(SCC(=O)NC(=O)NCc2ccco2)n[nH]c1=O ?
STAT1 act: 106; Hsp70 activator: -0.3; RAM network inh: 1.3; STAT1 blocker: -6; APP 5'UTR act: 13; NF-kB expr up: 1.1; STAT3 blocker: 3; APP transl inh: -13; STAT3 act: 101; FLuc inhib CS: -4

What do the screens show for `O=C(NC1CCN(Cc2ccccc2)CC1)c1ccc(Cn2c(=S)[nH]c3ccc(N4CCOCC4)cc3c2=O)cc1`?
STAT1 act: 110; Hsp70 activator: -0.2; RAM network inh: 2.4; STAT1 blocker: -13; APP 5'UTR act: 51; NF-kB expr up: 1.5; STAT3 blocker: -7; APP transl inh: -51; STAT3 act: 112; FLuc inhib CS: -1

Results for CCOC(=O)C(NC(=O)Nc1ccc(F)cc1F)(Oc1ccccc1)C(F)(F)F (stereo unspecified) ?
STAT1 act: 101; Hsp70 activator: -0.1; RAM network inh: 0.0; STAT1 blocker: -1; APP 5'UTR act: 0; NF-kB expr up: 0.93; STAT3 blocker: 12; APP transl inh: 0; STAT3 act: 92; FLuc inhib CS: -3

What do the screens show for `COc1cc(-c2nc(-c3ccccc3)c(-c3cccs3)[nH]2)cc(OC)c1O`?
STAT1 act: 97; Hsp70 activator: 0.2; RAM network inh: -0.6; STAT1 blocker: 3; APP 5'UTR act: -17; NF-kB expr up: 0.9; STAT3 blocker: 15; APP transl inh: 17; STAT3 act: 93; FLuc inhib CS: -6

What do the screens show for `COc1ccc(NC(=O)CCN2CCCC(C)C2)cc1` (stereo unspecified)?
STAT1 act: 97; Hsp70 activator: 0.7; RAM network inh: -0.1; STAT1 blocker: 3; APP 5'UTR act: 13; NF-kB expr up: 0.96; STAT3 blocker: 2; APP transl inh: -13; STAT3 act: 102; FLuc inhib CS: -3

Results for Cc1ccc(OCC(=O)NNC(=O)C2CCN(c3nc(C)cc(C)n3)CC2)cc1 ?
STAT1 act: 105; Hsp70 activator: -0.1; RAM network inh: 2.5; STAT1 blocker: -6; APP 5'UTR act: 16; NF-kB expr up: 1.1; STAT3 blocker: 4; APP transl inh: -16; STAT3 act: 106; FLuc inhib CS: -4

Results for Cc1ccc(CSc2nnc(-c3cccnc3)o2)cc1 ?
STAT1 act: 100; Hsp70 activator: -0.1; RAM network inh: -1.6; STAT1 blocker: 0; APP 5'UTR act: -3; NF-kB expr up: 1.2; STAT3 blocker: 12; APP transl inh: 3; STAT3 act: 96; FLuc inhib CS: -7

How did O=C1c2cccnc2C(O)N1Cc1cccs1 (stereo unspecified) do in these assays?
STAT1 act: 97; Hsp70 activator: -0.2; RAM network inh: 1.5; STAT1 blocker: 4; APP 5'UTR act: -1; NF-kB expr up: 1.2; STAT3 blocker: 15; APP transl inh: 1; STAT3 act: 90; FLuc inhib CS: 2

How did O=[N+]([O-])/C=C\c1ccc(N2CCCC2)c(F)c1 do in these assays?
STAT1 act: 109; Hsp70 activator: 0.1; RAM network inh: -0.5; STAT1 blocker: -11; APP 5'UTR act: 2; NF-kB expr up: 1.2; STAT3 blocker: 18; APP transl inh: -2; STAT3 act: 88; FLuc inhib CS: 2

Results for O=C(CN1CCOCCOCCN(CC(=O)Nc2ccccc2)CCOCC1)Nc1ccccc1 ?
STAT1 act: 97; Hsp70 activator: -0.2; RAM network inh: 1.8; STAT1 blocker: 3; APP 5'UTR act: -3; NF-kB expr up: 1.3; STAT3 blocker: -6; APP transl inh: 3; STAT3 act: 108; FLuc inhib CS: -1

What do the screens show for `Cc1cc(C(=O)CSc2nc(N)cc(N)n2)c(C)n1CCc1ccc(F)cc1`?
STAT1 act: 92; Hsp70 activator: -0.1; RAM network inh: 0.1; STAT1 blocker: 9; APP 5'UTR act: 36; NF-kB expr up: 1.1; STAT3 blocker: 21; APP transl inh: -36; STAT3 act: 84; FLuc inhib CS: -3

What do the screens show for `COCCn1c(=O)[nH]c2cc(C(=O)NCC3CCCO3)ccc2c1=O` (stereo unspecified)?
STAT1 act: 101; Hsp70 activator: 0.3; RAM network inh: 1.0; STAT1 blocker: -1; APP 5'UTR act: 12; NF-kB expr up: 1; STAT3 blocker: 4; APP transl inh: -12; STAT3 act: 102; FLuc inhib CS: -7

What do the screens show for `CC(=O)Nc1ccc(NC(=O)Cn2cnc3c(nnn3Cc3ccc(F)cc3)c2=O)cc1`?
STAT1 act: 107; Hsp70 activator: -0.1; RAM network inh: 3.0; STAT1 blocker: -8; APP 5'UTR act: 4; NF-kB expr up: 0.83; STAT3 blocker: -5; APP transl inh: -4; STAT3 act: 113; FLuc inhib CS: 1

What do the screens show for `Cc1c(C(=O)Nc2ccc(Br)cc2)cnn1C`?
STAT1 act: 152*; Hsp70 activator: -0.2; RAM network inh: 0.0; STAT1 blocker: -59; APP 5'UTR act: 32; NF-kB expr up: 2.7; STAT3 blocker: -14; APP transl inh: -32; STAT3 act: 116; FLuc inhib CS: 6

Results for COc1ccccc1/C=N/NC(=O)c1ccc(NC(=O)c2ccccc2Br)cc1 ?
STAT1 act: 98; Hsp70 activator: -0.4; RAM network inh: -0.1; STAT1 blocker: 2; APP 5'UTR act: 3; NF-kB expr up: 1; STAT3 blocker: -4; APP transl inh: -3; STAT3 act: 105; FLuc inhib CS: -4

What do the screens show for `Cc1ccc(N2CC(=O)N(CC(=O)O)C2=O)cc1`?
STAT1 act: 102; Hsp70 activator: -0.3; RAM network inh: -0.2; STAT1 blocker: -4; APP 5'UTR act: 12; NF-kB expr up: 1; STAT3 blocker: 9; APP transl inh: -12; STAT3 act: 95; FLuc inhib CS: 4

Results for CSc1nsc(/C=C/Nc2cccc(Cl)c2)c1C#N ?
STAT1 act: 92; Hsp70 activator: -0.4; RAM network inh: 1.3; STAT1 blocker: 6; APP 5'UTR act: -10; NF-kB expr up: 0.94; STAT3 blocker: -28; APP transl inh: 10; STAT3 act: 124; FLuc inhib CS: -12

What do the screens show for `CC(NS(=O)(=O)c1ccc([N+](=O)[O-])cc1)C(=O)NN` (stereo unspecified)?
STAT1 act: 112; Hsp70 activator: 0.3; RAM network inh: 2.7; STAT1 blocker: -14; APP 5'UTR act: -8; NF-kB expr up: 0.96; STAT3 blocker: -6; APP transl inh: 8; STAT3 act: 106; FLuc inhib CS: -6

How did CC(C)(C)c1ccc(NC(=O)COC(=O)c2ccc([N+](=O)[O-])s2)cc1 do in these assays?
STAT1 act: 101; Hsp70 activator: -0.4; RAM network inh: -2.2; STAT1 blocker: -1; APP 5'UTR act: 12; NF-kB expr up: 1.2; STAT3 blocker: 2; APP transl inh: -12; STAT3 act: 100; FLuc inhib CS: -5

What do the screens show for `CC(C)(C)c1csc(NC(=O)Nc2ccccc2)n1`?
STAT1 act: 136*; Hsp70 activator: 0.0; RAM network inh: 1.9; STAT1 blocker: -40; APP 5'UTR act: 129; NF-kB expr up: 4.9*; STAT3 blocker: 5; APP transl inh: -129; STAT3 act: 103; FLuc inhib CS: 46

How did O=C(NCc1ccco1)c1ccc(Cl)c(S(=O)(=O)N2CCc3ccccc32)c1 do in these assays?
STAT1 act: 96; Hsp70 activator: -0.3; RAM network inh: 3.6; STAT1 blocker: 5; APP 5'UTR act: -7; NF-kB expr up: 0.81; STAT3 blocker: 8; APP transl inh: 7; STAT3 act: 90; FLuc inhib CS: -20

How did COC(=O)c1ccc(CN(C(C)=O)c2ccccc2)o1 do in these assays?
STAT1 act: 99; Hsp70 activator: -0.3; RAM network inh: 0.0; STAT1 blocker: 1; APP 5'UTR act: 6; NF-kB expr up: 0.82; STAT3 blocker: 4; APP transl inh: -6; STAT3 act: 99; FLuc inhib CS: -2

Results for COC(=O)Cc1ccc(NC(=S)NC(C)(C)C)cc1 ?
STAT1 act: 101; Hsp70 activator: -0.3; RAM network inh: -1.1; STAT1 blocker: -1; APP 5'UTR act: 24; STAT3 blocker: 6; APP transl inh: -24; STAT3 act: 100; FLuc inhib CS: 24

How did O=C1OCCC1Sc1nnc(-c2ccc(Br)cc2)o1 (stereo unspecified) do in these assays?
STAT1 act: 90; Hsp70 activator: -0.3; RAM network inh: 2.1; STAT1 blocker: 11; APP 5'UTR act: -11; NF-kB expr up: 0.81; STAT3 blocker: 1; APP transl inh: 12; STAT3 act: 102; FLuc inhib CS: 36

Results for O=C(Nc1cccnc1Cl)c1noc2c1CCc1ccccc1-2 ?
STAT1 act: 135*; Hsp70 activator: 0.3; RAM network inh: 4.3; STAT1 blocker: -40; APP 5'UTR act: 103; NF-kB expr up: 2.6; STAT3 blocker: 15; APP transl inh: -103; STAT3 act: 94; FLuc inhib CS: 18

Results for Cc1sc2ncnc(N/N=C/c3cccc(O)c3)c2c1C ?
STAT1 act: 98; Hsp70 activator: -0.3; RAM network inh: -0.1; STAT1 blocker: 2; APP 5'UTR act: 39; NF-kB expr up: 1.8; STAT3 blocker: 0; APP transl inh: -39; STAT3 act: 102; FLuc inhib CS: 16

Results for Cc1cc(NC(=O)CCSc2ccc(Cl)cc2)no1 ?
STAT1 act: 109; Hsp70 activator: -0.2; RAM network inh: 2.6; STAT1 blocker: -11; APP 5'UTR act: -4; NF-kB expr up: 1.1; STAT3 blocker: 11; APP transl inh: 4; STAT3 act: 97; FLuc inhib CS: -9

How did COc1ccc(Cn2c3ccc(OC)cc3c3nc4ccccc4nc32)cc1 do in these assays?
STAT1 act: 106; Hsp70 activator: -0.3; RAM network inh: 3.9; STAT1 blocker: -6; APP 5'UTR act: 20; NF-kB expr up: 1.1; STAT3 blocker: 2; APP transl inh: -20; STAT3 act: 101; FLuc inhib CS: -5

Results for CCN(CC)S(=O)(=O)c1ccc(C)c(C)c1 ?
STAT1 act: 95; Hsp70 activator: -0.2; RAM network inh: 0.6; STAT1 blocker: 5; APP 5'UTR act: -11; NF-kB expr up: 0.92; STAT3 blocker: -9; APP transl inh: 11; STAT3 act: 113; FLuc inhib CS: -7

High-throughput results: PubChem, several laboratories

Compounds as they come, and some 7.7% of all compounds hit somewhere here.
